# Screening results deposited in PubChem by several laboratories.
# LANA DNA inh: KSHV C-LANA DNA binding inhibition; 0.078% of 340,000 active; inhibition, % at 9 µM; MBP-C-LANA/FAM-LBS DNA binding, fluorescence polarization;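 active means highest replicate inhibition at or above 60% at 9 µM, even if other replicates fall short; inactive means all replicates below 60% inhibition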;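 further: 0% = neutral control wells and 100% = 4 µM acridine orange control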
# cardiac RTF act: cardiac RTF calcium sensitization | P19429+P45379 | IANBD-labeled TnC RTF fluorescence at EC20 calcium; 0% EC20 calcium, 100% full calcium | activation, % at 7.2 µM | 0.24% of 340,000 active;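 active means activation above the mean over all tested compounds plus 3 SD, cut at about 30% in these data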;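 further: rise in fluorescence read as greater calcium sensitivity of cardiac thin filaments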
# SR-BI uptake up: SR-BI HDL lipid transfer activation; CHO ldlA[mSR-BI] cells, DiI-HDL uptake fluorescence, 3 h; 100 = double the neutral-control signal; activation, % at 12.5 µM; 0.096% of 320,000 active; AID 504775;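 active means mean replicate activation of at least 60% and every replicate at or above 60%; inconclusive means mean or all-replicate condition met, but not both; inactive means mean below 60% and not all replicates reaching 60%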;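 further: 0% = median plate neutral-control signal and 100% = twice that signal; values of inactives mirror those of a sister screen read the other way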
#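 Test system: SR-BI-overexpressing, LDLR-lacking CHO cells. Measured by: DiI fluorescence, bottom read. Medium: Ham's F12 with 0.5% BSA, HEPES 25 mM, pH 7.4. Timing: 3 h uptake period with compound, 37 °C.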
# DAGLB inhibitor: blocks human DAGLB lipase activity | 0.059% of 340,000 active | HEK293T DAGLB membrane lysate, EnzChek fluorogenic substrate | AID 504411 | inhibition, % at 5.17 µM | Q8NCG7; in the data active means inhibition above about 34%;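 further: 0% = enzyme with vehicle and 100% = wells lacking enzyme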
# RTF Ca sens inh: cardiac RTF calcium desensitization; AID 493244; inhibition, % at 7.15 µM; P19429+P45379; 0.12% of 340,000 active; IANBD-labeled cardiac RTF, Ca2+ fluorescence;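 active means inhibition above the mean inhibition of all tested compounds plus 3 SD, cut at about 17% in these data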;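 further: assay run at fixed EC70 calcium of 1.6 mM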
# CAL PDZ FP-1: inhibitors of human CAL PDZ peptide binding; AID 602252; Q9HD26; 0.92% of 300,000 active; inhibition, % at 24.9 µM; purified CAL PDZ, TMR-peptide fluorescence polarization, 1 h;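 active means mean inhibition of at least 30% with at least half of replicates also reaching 30%; inconclusive means no clear call, values can overlap the other calls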;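 further: 0% = DMSO neutral control and 100% = excess unlabeled competitor peptide PRC23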
# CAL PDZ FP-2: blocks peptide binding to human CAL PDZ domain; Q9HD26; purified CAL PDZ, TMR-peptide fluorescence polarization, 1 h; inhibition, % at 20 µM; 0.02% of 330,000 active; AID 504414;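 active means highest replicate inhibition of at least 40%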;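 further: plate controls were DMSO neutral control wells for no effect and unlabeled competitor peptide control wells for full effect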
#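 System: tagged CAL PDZ domain. Schedule: 1 h room-temperature incubation prior to read. Signal: fluorescence polarization (mP). Measure: percent inhibition from loss of millipolarization.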
# Rtt109 HAT inh: C. albicans Rtt109 histone acetyltransferase inhibition. Q5AAJ8. 0.16% of 330,000 active. inhibition, % at 34.9 µM. purified Rtt109/Vps75, ThioGlo CoA-SH fluorescence, 4 h. AID 540336;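 active means inhibition of at least 50% in every replicate; inconclusive means best replicate reaches 50% inhibition but some replicates fall short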
# Target sequence (Q5AAJ8 whole entry, looked up): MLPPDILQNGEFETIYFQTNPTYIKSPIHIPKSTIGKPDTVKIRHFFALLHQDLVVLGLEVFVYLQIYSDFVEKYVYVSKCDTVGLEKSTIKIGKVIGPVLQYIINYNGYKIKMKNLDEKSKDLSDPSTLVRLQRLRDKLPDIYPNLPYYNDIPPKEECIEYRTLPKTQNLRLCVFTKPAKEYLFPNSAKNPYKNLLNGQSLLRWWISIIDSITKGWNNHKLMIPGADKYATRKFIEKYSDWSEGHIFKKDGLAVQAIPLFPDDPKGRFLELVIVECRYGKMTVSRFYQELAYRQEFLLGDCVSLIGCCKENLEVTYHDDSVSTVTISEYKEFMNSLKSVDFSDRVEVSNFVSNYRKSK
# PKA-R2B activ: activates the human PKA-R2B holoenzyme complex. P22694+P31323. PKA-R2B holoenzyme dissociation, Cy5-IP20 fluorescence polarization; R2B truncated from residue 108, S112A mutant; 0% DMSO only, 100% 113 µM cGMP. activation, % at 11.4 µM. 0.079% of 340,000 active. AID 504700;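 active means activation above a cutoff set at the mean over all compounds plus 3 SD, cut at about 18% in these data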;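 further: higher means more holoenzyme dissociation and a rise in polarization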
# Target sequence (P31323 whole entry, looked up, other chains not shown, the tested form may be a part): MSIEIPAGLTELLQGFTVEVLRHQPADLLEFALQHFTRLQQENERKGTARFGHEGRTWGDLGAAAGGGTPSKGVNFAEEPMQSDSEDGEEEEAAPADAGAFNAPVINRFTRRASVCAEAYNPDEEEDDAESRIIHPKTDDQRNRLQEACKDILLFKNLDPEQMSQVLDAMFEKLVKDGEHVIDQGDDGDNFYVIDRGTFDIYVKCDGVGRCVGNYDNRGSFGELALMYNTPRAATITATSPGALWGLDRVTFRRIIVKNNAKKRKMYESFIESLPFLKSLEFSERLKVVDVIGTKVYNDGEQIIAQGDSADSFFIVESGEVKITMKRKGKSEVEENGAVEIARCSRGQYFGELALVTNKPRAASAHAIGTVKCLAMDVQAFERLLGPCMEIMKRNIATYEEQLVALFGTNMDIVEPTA
# Keap1-Nrf2 PPI: Keap1-Nrf2 (human) interaction inhibition. Q14145. Keap1 Kelch-Nrf2 peptide fluorescence polarization, 1536-well. inhibition, % at 9.4 µM. 0.15% of 340,000 active; in the data active means inhibition above about 12%; inconclusive means no clear call, values can overlap the other calls; inactive means below about 7.3%;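 further: human Keap1 Kelch domain with fluorescein labeled Nrf2 9mer peptide probe; 0% = neutral control wells and 100% = peptide positive control; higher means more block of Keap1 binding to Nrf2 peptide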
# Starred values were filed as active, the others as inactive; i = inactive; ? = inconclusive; nt = no result given; + = active, no number; & = joins results of further samples; ! = a repeat was not active. Hits appear at their usual frequency; 1.6% or so of the library scored in one or more.
# The line under a structure holds: LANA DNA inh	cardiac RTF act	SR-BI uptake up	DAGLB inhibitor	RTF Ca sens inh	CAL PDZ FP-1	CAL PDZ FP-2	Rtt109 HAT inh	PKA-R2B activ	Keap1-Nrf2 PPI
> O=Nc1c(-c2c(O)[nH]c3cc(Br)ccc23)[nH]c2ccccc12
 : -0.3	11	-118	47*	0	2	0.7	1	-5	-2
> CCOc1ccc(-n2c(=S)sc3c(=O)[nH]c(SCC(=O)NCc4ccco4)nc32)cc1
 : -3.2	1	18	3	4	-4	-1.1	7	1	-3
> CCC(Sc1nc(N)c(NC(=O)c2ccc(Br)o2)c(=O)[nH]1)C(=O)O (stereo not given)
 : -0.5	-1	-3	0	-3	-5	-1.4	-8	1	-4
> CC(NC(=O)C1CCCN(C(=O)N(C)C)C1)c1ccccc1 (stereo not given)
 : 0.6	-4	13	-1	-1	1	0.6	-9	3	-4
> COc1ccc(Cl)cc1NC(=O)CN(C)CC(=O)Nc1cc(OC)c(OC)c(OC)c1
 : 5.2	-3	-13	1	-9	-11	-0.5	-8	-8	1
> CCOC(=O)C1=C(C(=O)OCC)N(CC)CCC1=O
 : -3.0	-2	24	-1	-3	-2	0.5	12	1	-3
> CCNc1nc(SCC(=O)OC)nc(N2CCOCC2)n1
 : -4.0	2	-12	1	-7	-1	0.2	11	3	-7
> COc1ccc(CC(=O)N/N=C/c2cccs2)cc1OC
 : -1.1	5	-15	-2	-9	2	-0.7	-18	11	-1
> N#C/C(=C/c1cccn1-c1cccc(C(=O)O)c1)c1ccc(Cl)cc1
 : 7.2	3	5	10	8	-1	-1.0	9	-8	-5
> COc1ccc(OC)c(-c2c3cc(O)c(=O)cc-3oc3cc(O)c(O)cc23)c1
 : 167*	+	-91	-56	i	57*	87*	0	-10	+
> CN1CCC2(CC1)C1CN(C)CC=C1C(C#N)=C(N)C2(C#N)C#N (stereo not given)
 : 40&24	37*	16&21	-9&-2	-44&-35	0&2	-0.4&-0.5	-14&-24	0&1	14*!
> CCOc1ccc(C(C)=O)cc1CN1C(=O)NC2(CCCCCC2)C1=O
 : -0.3	-5	5	0	-20	-2	-0.3	5	-1	-7
> CC(C(=O)Nc1ccccc1-c1ccccc1)N1CCN(Cc2ccccc2)CC1 (stereo not given)
 : 0.4	0	9	-5	6	4	-0.2	4	-8	-2
> Nc1ccc(/C=C/c2ccc3ncccc3c2)cc1
 : 0.7	3	7	1	-8	-3	-0.1	-22	2	-4
> C/C(=N\Nc1ccc(C(=O)O)cc1)c1ccc(Br)cc1
 : 7.9	-3	nt	4	0	0	0.0	8	6	-3

# Given bar-delimited: 8 of the compounds above.
SMILES | LANA DNA inh | cardiac RTF act | SR-BI uptake up | DAGLB inhibitor | RTF Ca sens inh | CAL PDZ FP-1 | CAL PDZ FP-2 | Rtt109 HAT inh | PKA-R2B activ | Keap1-Nrf2 PPI
O=Nc1c(-c2c(O)[nH]c3cc(Br)ccc23)[nH]c2ccccc12 | -0.3 | 11 | -118 | 47* | 0 | 2 | 0.7 | 1 | -5 | -2
CCOc1ccc(-n2c(=S)sc3c(=O)[nH]c(SCC(=O)NCc4ccco4)nc32)cc1 | -3.2 | 1 | 18 | 3 | 4 | -4 | -1.1 | 7 | 1 | -3
CCC(Sc1nc(N)c(NC(=O)c2ccc(Br)o2)c(=O)[nH]1)C(=O)O (stereo not given) | -0.5 | -1 | -3 | 0 | -3 | -5 | -1.4 | -8 | 1 | -4
CC(NC(=O)C1CCCN(C(=O)N(C)C)C1)c1ccccc1 (stereo not given) | 0.6 | -4 | 13 | -1 | -1 | 1 | 0.6 | -9 | 3 | -4
COc1ccc(Cl)cc1NC(=O)CN(C)CC(=O)Nc1cc(OC)c(OC)c(OC)c1 | 5.2 | -3 | -13 | 1 | -9 | -11 | -0.5 | -8 | -8 | 1
CCOC(=O)C1=C(C(=O)OCC)N(CC)CCC1=O | -3.0 | -2 | 24 | -1 | -3 | -2 | 0.5 | 12 | 1 | -3
CCNc1nc(SCC(=O)OC)nc(N2CCOCC2)n1 | -4.0 | 2 | -12 | 1 | -7 | -1 | 0.2 | 11 | 3 | -7
COc1ccc(CC(=O)N/N=C/c2cccs2)cc1OC | -1.1 | 5 | -15 | -2 | -9 | 2 | -0.7 | -18 | 11 | -1

# More results.
# The line under a structure holds: LANA DNA inh	cardiac RTF act	SR-BI uptake up	DAGLB inhibitor	RTF Ca sens inh	CAL PDZ FP-1	CAL PDZ FP-2	Rtt109 HAT inh	PKA-R2B activ	Keap1-Nrf2 PPI
> COc1ccccc1CCNC(=O)C(=O)NCC1OCCN1S(=O)(=O)c1ccc(Cl)cc1 (stereo not given)
 : 0.8	4	-28	1	2	nt	-0.7	3	-1	0
> C/C(=N\NC(N)=S)C1=CCC2C3CC[C@H]4CC(O)CC[C@]4(C)C3CC[C@]12C (stereo not given in full)
 : -2.0	-6	nt	1	1	1	-1.9	3	-7	-5
> C[C@@H]1[C@H]2CCCC[C@H]2CN(C(=O)OC(C)(C)C)[C@@H]1CC(=O)c1ccccc1
 : -0.2	-1	9	-7	-3	-2	-0.9	-3	-1	-5
> CN(/C=C/C(=C/C=[N+](C)c1ccccc1)OCCCS(=O)(=O)[O-])c1ccccc1
 : 7.2	5	-2	-4	3	2	-0.7	5	-7	3
> Cc1c(Br)c([N+](=O)[O-])nn1CC(=O)NCc1ccccn1
 : 0.1	2	33	0	-4	nt	-1.9	16	3	-4
> C#CCOCCOCCOCCNc1nc(N2CCN(C(=O)[C@H](CCC(=O)O)n3cc(CN)nn3)CC2)nc(N2CCN(C(=O)[C@H](CCCN=C(N)N)n3cc(C(N)[C@@H](C)CC)nn3)CC2)n1 (stereo not given in full)
 : 0.5	0	-21	-3	-1	-3	0.1	5	-1	-6
> CC(Sc1nnc(-c2ccco2)n1C)C(=O)N1C(C)CCCC1C (stereo not given)
 : -0.2	-1	-11	0	-7	nt	0.8	-3	-2	0
> CC(C)Oc1ccc(C(=O)NCC(=O)OCC(=O)N(C)Cc2cccs2)cc1
 : -2.5	5	34	0	-1	-8	0.1	1	-1	-1
> Cc1ccc(C(=O)N/C(=C/c2ccc(Cl)cc2)C(=O)N2CCOCC2)cc1
 : -0.8	2	nt	-3	-33	nt	-0.5	?	-2	0
> O=C(c1cc(-c2ccc(O)cc2)on1)N1CCCc2ccccc21
 : -1.4	6	-27	-1	1	5	0.1	0	3	-3
> O=C(CN1C(=O)NC(c2ccccc2)(c2ccccc2)C1=O)N1CCOCC1
 : 1.6	-2	2	1	1	-4	-1.3	8	4	-9
> COc1cccc(Nc2nc(N)nc(-c3oc4ccccc4c3C)n2)c1
 : -2.5	-1	-6	-1	4	-4	-3.5	6	-9	0
> O=C(CSc1nnc(-c2ccccc2)n1-c1ccccc1)N1c2ccccc2Sc2ccccc21
 : -1.2	7	-3	2	-2	-3	-0.1	0	3	-1
> Cc1ccc(Sc2c([N+](=O)[O-])c(=O)n(C)c3ccccc23)cc1
 : 0.2	-5	8	2	4	-7	-0.4	-4	-2	-1
> Cc1ccc(S(=O)(=O)NNC(=O)c2cccs2)c(C)c1
 : 0.1	10	40	2	-4	-1	-0.2	-6	-15	-2
> Cn1c(=O)c2cc(S(=O)(=O)N3CCN(c4cccc(C(F)(F)F)c4)CC3)ccc2n(C)c1=O
 : 0.2	4	1	-2	-9	nt	-0.1	6	-6	3
> COc1cccc(OC)c1C(=O)Nc1nc(COc2ccccc2)cs1
 : 0.7	1	-4	-4	-3	-2	-4.3	-4	2	-6
> O=C(O)Cn1c2c(c3ccccc31)CSc1ccc(Cl)cc1-2
 : 1.1	-2	-5	2	-6	-5	0.1	7	4	-4
> O=[N+]([O-])c1cccc2ccc(/C=C/c3ccc(C(F)(F)F)cc3)nc12
 : 0.3	-1	-10	-2	11	1	-2.2	1	-1	2
> CCn1c(O)c(N=NC(=O)CNC(=O)c2ccccc2F)c2ccccc21
 : 1.9	3	-5	2	-7	-4	-2.4	5	-16	-2
> Cc1cccc(C(=O)N[C@H](C(=O)OCC(=O)NC2CCS(=O)(=O)C2)C(C)C)c1 (stereo not given in full)
 : 2.1	10	-6	2	10	-1	-1.3	12	-10	-3
> CCOC(=O)C1CCN(C(=O)CN2C(=O)NC(C)(c3ccc4cc(OC)ccc4c3)C2=O)CC1 (stereo not given)
 : -0.3	2	-31	0	-8	-6	-3.3	7	-12	-3
> CN(/N=C/c1cc(Cl)cc(Cl)c1O)C(=S)NC(C)(C)C
 : 0.4	1	11	5	-2	-3	0.6	-28	-2	-1
> Cc1cc(C)n2nc(C(=O)OCCOc3cccc(Br)c3)nc2n1
 : 1.1	2	2	2	-1	-4	-1.7	-3	0	0
> CCOC(=O)c1cccc(NC(=O)C2CCN(c3ncnc4c3nc3n4CCCCC3)CC2)c1
 : 1.7	0	-18	-4	-13	12	-2.2	-1	-7	-2
> COc1ccc(C(=O)CSc2nnc(CN3CCCCC3)n2-c2ccc(F)cc2)cc1OC
 : 0.2	6	-29	0	9	-3	-0.5	-2	8	-4
> O=S(=O)(Nc1ccc(N2CCOCC2)cc1)c1ccc2ccccc2c1
 : 2.0	-5	3	-1	-1	-1	-2.0	3	-3	2
> COc1cc(SC#N)ccc1N=Cc1c(C)[nH]n(-c2ccc(Cl)cc2)c1=O
 : 4.2	5	-11	-1	-8	1	0.6	-1	4	-1
> CC[N+]1(C)CCC(=C2c3ccccc3CC(=O)c3sccc32)CC1 (stereo not given)
 : -0.7	4	?	-1	-4	-2	-1.2	-7	-2	-2
> CCN1CCN(S(=O)(=O)c2ccc(Cl)c(C(=O)N(CC)Cc3ccccc3)c2)CC1
 : 0.9	10	15	2	-7	-2	-1.4	-5	-6	2

# Entries of single compounds as entered above:
# O=[N+]([O-])c1cccc2ccc(/C=C/c3ccc(C(F)(F)F)cc3)nc12 as listed: LANA DNA inh: 0.3; cardiac RTF act: -1; SR-BI uptake up: -10; DAGLB inhibitor: -2; RTF Ca sens inh: 11; CAL PDZ FP-1: 1; CAL PDZ FP-2: -2.2; Rtt109 HAT inh: 1; PKA-R2B activ: -1; Keap1-Nrf2 PPI: 2
# CCOC(=O)C1CCN(C(=O)CN2C(=O)NC(C)(c3ccc4cc(OC)ccc4c3)C2=O)CC1 (stereo not given) as listed: LANA DNA inh: -0.3; cardiac RTF act: 2; SR-BI uptake up: -31; DAGLB inhibitor: 0; RTF Ca sens inh: -8; CAL PDZ FP-1: -6; CAL PDZ FP-2: -3.3; Rtt109 HAT inh: 7; PKA-R2B activ: -12; Keap1-Nrf2 PPI: -3
